USP1-UAF1 inh – USP1/UAF1 (human) deubiquitinase inhibition | O94782 | recombinant USP1/UAF1, Ub-Rhodamine cleavage fluorescence | Potency, µM (series often up to 57.1 µM), for inactives: at the highest dose activity change, negative = inhibition, actives largely listed as inhibitors | 0.23% of 390,000 active | AID 743255; note: nearly all actives have a fitted effect of over 60% in size; inactives centre near -12
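1 nM enzyme complex + cpd, 15 min RT; start with Ub-Rho 150nM final; kinetic fluorescence ex 480/em 540, 6 reads q60 s. Buffer 50mM HEPES pH 7.8, 0.5mM EDTA, 0.1 mg/ml BSA, 1mM TCEP, 0.01% Tween-20.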
IDH1 R132H inh – blocks human mutant IDH1 R132H enzyme; IDH1-R132H enzyme, NADPH consumption, diaphorase/resazurin fluorescence; O75874; Potency, µM (series often up to 76.6 µM), inactives show top-dose activity change, negative = inhibition, usual class: inhibitors; 0.093% of 390,000 active; note: nearly all actives have a fitted effect of over 65% in size
Target sequence (O75874 whole entry R132H, stated change not applied): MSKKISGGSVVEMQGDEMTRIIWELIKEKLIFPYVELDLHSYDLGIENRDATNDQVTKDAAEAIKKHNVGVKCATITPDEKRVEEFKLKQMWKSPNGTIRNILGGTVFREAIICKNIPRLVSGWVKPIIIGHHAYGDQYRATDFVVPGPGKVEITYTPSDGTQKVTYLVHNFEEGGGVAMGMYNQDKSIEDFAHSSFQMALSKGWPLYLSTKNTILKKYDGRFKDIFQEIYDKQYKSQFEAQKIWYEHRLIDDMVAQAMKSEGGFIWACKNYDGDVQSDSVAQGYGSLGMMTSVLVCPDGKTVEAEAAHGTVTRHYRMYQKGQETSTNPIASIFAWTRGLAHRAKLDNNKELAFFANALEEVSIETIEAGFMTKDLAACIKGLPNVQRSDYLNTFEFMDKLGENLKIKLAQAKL
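IDH1-R132H (0.5 ug/mL dispensed) in pH 7.5 Tris buffer was preincubated 30 min with compound, then given a substrate mix of 0.016 mM NADPH and 2 mM alpha-KG for 80 min at room temperature; remaining NADPH was read by diaphorase/resazurin fluorescence.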
An asterisk follows results filed as active; ? = inconclusive. Calls come from the whole dose curve; as a rule, active = well fitted inhibition curve with a large enough effect; inconclusive = small, poorly fitted or top-dose-only effect; inactive = no such curve, though single readings can be large or run the other way. % is set by controls: 0 for no effect and ±100 for the full control effect; potency is the fitted concentration of half-maximal effect.

mol	USP1-UAF1 inh	IDH1 R132H inh
CCN(CC)C(=O)C1=C(C)N(Cc2ccccc2)C(=O)C(CC(=O)NCCCCc2ccccc2)C1 (stereo not given)	-19%	5%
CC(=O)N(C)C[C@H]1Oc2cc(Br)ccc2S(=O)(=O)N([C@H](C)CO)C[C@@H]1C	-22%	-2%
Cc1ccc(Cc2c(-c3ccc(C)cc3)nc3ccc(Cl)cn23)cc1	-31%	12%
COc1ccc(CC(=O)Nc2cc(S(=O)(=O)N3CCCCC3)ccc2OC(C)C)cc1OC	-8%	2%
CC(=O)Nc1ccc(SCC(=O)NC(=O)c2ccc(Cl)cc2)cc1	1%	6%
COc1ccc(C)cc1NC(=O)COC(=O)Cc1c[nH]c2ccccc12	-28%	7%
COc1ccccc1-c1ccc([C@@H]2C[C@H]3[C@H](CON3C)CN2C(=O)c2ccco2)cc1	-32%	-1%
COc1ccc(C2CC(c3cccs3)=NN2C(=O)CCCC(=O)O)cc1OC (stereo not given)	-14%	-9%
COC(=O)c1cc([N+](=O)[O-])c(C)c(C)n1	?	0%
CCN(C(=O)CN1C(=O)S/C(=C\c2ccccc2Cl)C1=O)C1CCS(=O)(=O)C1 (stereo not given)	-16%	-1%
COc1ccc(Cl)cc1NC(=O)CN1C(=O)C(=O)N(C2CCCC2)C1=O	-6%	-6%
COCOCCn1cc(CN2CCS(=O)(=O)N(Cc3ccc(-c4ccc(OC)cc4)cc3)C(C(C)C)C2=O)nn1 (stereo not given)	-1%	-4%
COc1ccc(OC)c(N(CCN2C(=O)c3ccccc3C2=O)C(=O)C2CCC(=O)C2C)c1 (stereo not given)	-31%	5%
C[C@@H]1CN([C@H](C)CO)C(=O)CCCn2nncc2CO[C@H]1CN(C)Cc1ccc2cccnc2c1	-5%	3%
COCOCCn1cc(CN2CCS(=O)(=O)N(Cc3ccc(-c4ccc(C)cc4)cc3)C(CC(C)C)C2=O)nn1 (stereo not given)	-11%	2%
Cc1noc(C)c1NC(=O)N(C)C[C@@H]1Oc2ncc(Br)cc2C(=O)N([C@@H](C)CO)C[C@@H]1C	-6%	-3%
CCc1ccc(NC(=O)C(=O)NCCN2CCN(C(=O)c3ccc(OC)cc3)CC2)cc1	-12%	-1%
Cc1ccc([C@H]2N[C@]3(CCCN(Cc4ccccc4)C3=O)[C@H]3C(=O)N(C)C(=O)[C@@H]23)cc1	-10%	-3%
COc1ccc(C(=O)COC(=O)CCn2c(C)csc2=O)c(OC)c1	-16%	4%
Cc1noc(C)c1S(=O)(=O)Nc1ccc2c(c1)C(=O)N([C@@H](C)CO)C[C@@H](C)[C@@H](CN(C)CC1CCCCC1)OCCCC[C@@H](C)O2	13%	-5%
O=C1C=C(C#Cc2ccc(Oc3ccccc3)cc2)C[C@@H](c2ccc(F)cc2)C1	-20%	1%
COc1ccc(C(C#N)CC(=O)c2ccc(OCc3ccccc3)c(OC)c2)cc1OC (stereo not given)	-27%	4%
CCN1C(=O)[C@H]2[C@@H](c3ccc(C)cc3)N[C@]3(CCCN(Cc4ccco4)C3=O)[C@H]2C1=O	?	5%
C[C@H](CO)N1C[C@H](C)[C@H](CN(C)C(=O)CC2CC2)Oc2cc(Br)ccc2S1(=O)=O	-27%	-7%
Cc1cccc(NC(=O)c2ncn3c2C(=O)NC[C@@H]3C)c1	0%	-6%
COc1ccc(-c2cc3nc(-c4ccccc4)cc(N4CCN(C(=O)c5ccccc5)CC4)n3n2)cc1	-15%	7%
COc1ccccc1Cn1c(=O)oc2ccccc21	-26%	6%
Cc1ccc(C)c(OCC(=O)N/N=C/c2ccc(N3CCOCC3)cc2)c1	-19%	-1%
COc1ccc([C@H]2C[C@@H](O)[C@H](n3cc(C4CC4)nn3)CN2C(=O)C2CCCCC2)cc1	-3%	5%
COC(=O)c1ccc(CNC(=O)c2ccccc2C(=O)NCC2(CBr)OCCO2)cc1	-13%	7%
CCOC(=O)CC1COCCN1C(=O)c1cc(COc2ccccc2SC)on1 (stereo not given)	-27%	4%
CSc1ccc(/C=C/C(=O)OCC(=O)NC2CCCCCC2)cc1	-24%	10%
CC(=O)Nc1cccc(NC(=O)C(=O)c2cn(CC(=O)N3CCCC3)c3ccccc23)c1	-3%	0%
COc1cccc(C(=Cc2ccc([N+](=O)[O-])cc2)C(=O)O)c1	-29%	-9%
CCn1c(SCC(=O)NCCc2ccc(OC)c(OC)c2)nc2c([nH]c3ccccc32)c1=O	6%	-3%
COc1cccc(C#Cc2ccc3c(c2)O[C@H](CN(C)C)[C@@H](C)CN([C@@H](C)CO)S3(=O)=O)c1	-7%	2%
C[C@@H]1CN([C@H](C)CO)S(=O)(=O)c2ccc(-c3cccc(C#N)c3)cc2O[C@H]1CN(C)C(=O)Nc1cc(F)ccc1F	?	-9%
C[C@@H]1CN([C@@H](C)CO)C(=O)c2cc(Br)cnc2O[C@H]1CN(C)C(=O)C1CC1	-14%	2%
Cc1ccc(/C(O)=C2\C(=O)C(=O)N(CCCN3CCOCC3)C2c2ccccc2F)cc1 (stereo not given)	-10%	-1%
O=C(Nc1ccc(-c2nc3ccccc3[nH]2)cc1)C1CCCN(Cc2ccn[nH]2)C1 (stereo not given)	-31%	6%

Whole records from above. Values in the order: USP1-UAF1 inh, IDH1 R132H inh
Record of COc1ccccc1Cn1c(=O)oc2ccccc21 → -26%, 6%
Record of C[C@@H]1CN([C@H](C)CO)C(=O)CCCn2nncc2CO[C@H]1CN(C)Cc1ccc2cccnc2c1 → -5%, 3%
Record of COC(=O)c1cc([N+](=O)[O-])c(C)c(C)n1 → ?, 0%
Record of COc1ccc(C2CC(c3cccs3)=NN2C(=O)CCCC(=O)O)cc1OC (stereo not given) → -14%, -9%

Reformatted with values ahead of the structure: part of the list above.
USP1-UAF1 inh | IDH1 R132H inh | Compound
-3% | 0% | CC(=O)Nc1cccc(NC(=O)C(=O)c2cn(CC(=O)N3CCCC3)c3ccccc23)c1
-29% | -9% | COc1cccc(C(=Cc2ccc([N+](=O)[O-])cc2)C(=O)O)c1
6% | -3% | CCn1c(SCC(=O)NCCc2ccc(OC)c(OC)c2)nc2c([nH]c3ccccc32)c1=O
-7% | 2% | COc1cccc(C#Cc2ccc3c(c2)O[C@H](CN(C)C)[C@@H](C)CN([C@@H](C)CO)S3(=O)=O)c1
? | -9% | C[C@@H]1CN([C@H](C)CO)S(=O)(=O)c2ccc(-c3cccc(C#N)c3)cc2O[C@H]1CN(C)C(=O)Nc1cc(F)ccc1F
-14% | 2% | C[C@@H]1CN([C@@H](C)CO)C(=O)c2cc(Br)cnc2O[C@H]1CN(C)C(=O)C1CC1

(cont.)
mol	USP1-UAF1 inh	IDH1 R132H inh
O=C(c1cc(COc2cccc3cccnc23)on1)N1CCC[C@H]1CO	-11%	-7%
COc1ccccc1CNC(=O)C(=O)c1cn(CC(=O)N2CCCCC2)c2ccccc12	-10%	3%
Cc1ccc([C@H]2C[C@@H](n3cc(-c4ccc(F)cc4)nn3)[C@H](O)CN2C(=O)C2CCCCC2)cc1	-6%	2%
COc1cccc(NC(=O)c2cccc(NC(=O)c3ccco3)c2)c1	-27%	12%
Cc1onc(-c2ccccc2Cl)c1C(=O)O/N=C(\N)c1cccc([N+](=O)[O-])c1	-18%	1%
CC1(C)CC(=O)C=C(c2ccc(-c3ccccc3)cc2)C1=O	-1%	-3%
CC1(c2nc3ccccc3cc2C#N)OCCO1	-31%	-7%
O=C1NC(=O)C2(CCCc3c([N+](=O)[O-])cccc32)N1 (stereo not given)	-9%	-2%
Cc1[nH]c(=O)[nH]c(=O)c1NC(=O)c1ccccc1[N+](=O)[O-]	-17%	10%
O=C1C2C3C=CC(CC3)C2S(=O)(=O)C2C3C=CC(CC3)C12 (stereo not given)	-17%	10%
C[C@H](CO)N1C[C@H](C)[C@@H](CN(C)S(=O)(=O)c2ccc3ccccc3c2)OCc2cn(nn2)CCCC1=O	-13%	-4%
CCN(CC)C(=O)C1CCCN(C(=O)c2ccc3nc(-c4cccc(OC)c4)oc3c2)C1 (stereo not given)	-24%	8%
C[C@H]1CN([C@@H](C)CO)C(=O)c2cc(C3=CCCC3)cnc2O[C@@H]1CN(C)C(=O)c1ccncc1	-20%	15%
Cc1ccc(S(=O)(=O)N2CCCCC2)cc1NC(=O)c1ccco1	-25%	6%
COc1cc(C(=O)N2CCN(C3=NS(=O)(=O)c4ccccc43)CC2)cc(OC)c1OC	-1%	-2%
CCOc1ccccc1CNn1cnnc1SCC(=O)NC(C)(C)C	-16%	5%
O=C(Nc1nc2ccc(F)cc2s1)c1ccc([N+](=O)[O-])o1	-6%	2%
COc1ccc(-n2c(C)c3c(C)nnc(C)c3c2C)cc1OC	-6%	0%
COc1ccc(CNC(=O)CCNC(=O)N2CC(=O)Nc3ccccc32)cc1	-21%	3%
CC(C)N(Cc1nccn1C)C(=O)C1CCC(=O)N(CCc2ccccc2)C1 (stereo not given)	-21%	-2%
FC(F)(F)c1nc2nc(Cl)c(Cl)nc2[nH]1	-20%	13%
C[C@H]1CN([C@@H](C)CO)S(=O)(=O)c2ccc(Br)cc2O[C@@H]1CN(C)Cc1cccc(F)c1	-22%	20%
COc1ccc([C@H]2N[C@]3(CCCN(Cc4ccco4)C3=O)[C@H]3C(=O)N(Cc4ccccc4)C(=O)[C@@H]23)cc1	-16%	4%
Cc1cccc(CN(C)C[C@@H]2OCc3cnnn3CCCC(=O)N([C@H](C)CO)C[C@H]2C)c1	-20%	17%
O=C1[C@H]2[C@@H](c3ccccc3)N[C@]3(CCCN(Cc4ccco4)C3=O)[C@H]2C(=O)N1Cc1ccccc1	-19%	11%
O=C(CC1(O)C(=O)Nc2ccc(Br)cc21)c1ccccc1 (stereo not given)	-26%	1%
CC(C)C1C(=O)N(Cc2cn(CCC3OCCO3)nn2)CCS(=O)(=O)N1Cc1ccc(-c2ccncc2)cc1 (stereo not given)	-4%	-5%
Cc1ccc(Cc2c(-c3ccc(C)cc3)nc3cc(C)ccn23)cc1	-31%	22%
CSc1ccc(CNC(=O)C2CCC(=O)N(CCc3ccc(Cl)cc3)C2)cc1 (stereo not given)	-23%	0%
Cc1ccccc1NC(=O)COC(=O)c1c(C)nn(-c2ccccc2)c1C	-11%	-5%
COc1cc(OC)c(C(=O)Nc2cc(S(=O)(=O)N3CCOCC3)ccc2N2CCOCC2)cc1OC	?	-7%
CCS(=O)(=O)C1C(=O)N(C)C(S(=O)(=O)CC)C(=O)N1C (stereo not given)	-23%	8%
O=C(NN=Cc1ccc2c(c1)CCC2)c1cccc([N+](=O)[O-])c1	-22%	4%
Cc1cc(OCC(=O)OCC(=O)N2CCCCC2)ccc1Cl	-26%	-3%
COc1ccc(CNC(=O)COC(=O)c2cc(C)oc2C)cc1	-28%	18%
CCc1cccc(CC)c1N1C(=O)COCC1=O	-14%	0%
Nc1c(CNCc2nnn(Cc3ccccc3)c2N)nnn1Cc1ccccc1	-4%	-17%
CCC(=O)N(C)C[C@H]1Oc2cc(-c3ccccc3F)ccc2S(=O)(=O)N([C@H](C)CO)C[C@H]1C	-32%	2%
Cc1ccc(S(=O)(=O)N2C[C@H]3[C@H]4C(=O)N(c5ccccc5)C(=O)[C@H]4C[C@H](OC(=O)NC4CCCC4)[C@@]3(O)C2)cc1	-22%	11%
C[C@@H]1CN([C@@H](C)CO)C(=O)CCCn2nncc2CO[C@@H]1CN(C)C(=O)c1ccncc1	-15%	-16%
CC1(C)N=C(N)N=C(N)N1c1ccc(OCC(=O)N2CCOCC2)c(Cl)c1	-16%	6%
COc1cccc(C2CC(=O)Nc3cc(C)c(C)cc32)c1 (stereo not given)	-15%	-6%
CSc1ncnc2c1ncn2CCCNCc1ccc(C)o1	-24%	1%
CC(=O)c1ccc2ccccc2c1OC(=O)c1ccncc1	-23%	1%
CC1=C(C(=O)N(C)C)CC(CC(=O)NC(c2ccccc2)c2ccccc2)C(=O)N1Cc1ccc(C(C)(C)C)cc1 (stereo not given)	-13%	-5%
C[C@H]1CN([C@@H](C)CO)C(=O)CCCn2nncc2CO[C@@H]1CN(C)S(=O)(=O)c1ccc(-c2ccccc2)cc1	-24%	10%
Cc1ccc(OCc2cc(C(=O)N3CCCC(C)C3)no2)cn1 (stereo not given)	?	1%
CN(C)c1ccc(C=Cc2ccnc3c(O)cccc23)cc1	-7%	-2%
COc1cccc(C(=O)O)c1OS(=O)(=O)c1ccc(C)cc1	-21%	1%
C#CCN(C[C@@H]1[C@@H](OC(=O)NCc2ccc(OC)c(OC)c2)[C@@H](OC(=O)NCc2ccc(OC)c(OC)c2)CN(C(=O)OC(C)C)N1C(=O)OC(C)C)S(=O)(=O)c1ccc(C)cc1	-18%	2%

Source: PubChem BioAssay

The list is partial; rates above refer to the full screens.
